# Screens from PubChem BioAssay.
# All columns: NCI-60 one-dose screen, growth in % after 48 h at 10 µM unless noted; 100 = growth as untreated, 0 = no growth, -100 = all killed.
# HOP-92: HOP-92 NSCLC cells; actives 6.3% (n = 71,000); AID 1794738
# A549/ATCC: A549/ATCC NSCLC. actives 3.7% (n = 81,000)
# SK-MEL-5: SK-MEL-5 melanoma. actives 6.4% (n = 80,000)
# EKVX: EKVX NSCLC. actives 3% (n = 71,000)
# SK-MEL-2: SK-MEL-2 melanoma. actives 4.7% (n = 77,000)
# SK-MEL-28: SK-MEL-28 melanoma; actives 4.1% (n = 81,000)
# HOP-62: HOP-62 NSCLC; actives 3.9% (n = 80,000)
# M14: M14 melanoma | actives 6.2% (n = 80,000) | AID 1794745
# * marks the source's active call; other numbers are inactive results; / = not tested or not shown; & = joins results of further samples; ! = not active in a repeat. Rule for the calls: active = growth percent below 10; inactive = the rest.
(1) CCN1CCN(Cc2ccc(NC(=O)c3cccc(C#Cc4cccc5[nH]nc(N)c45)c3)cc2C(F)(F)F)CC1
(2) COc1cccc(-c2nn(C(C)(C)C)cc2-c2ccnc(NCCNS(=O)(=O)c3ccc(C(F)(F)F)cc3)c2)c1
(3) Nc1ccc(S(=O)(=O)N/N=C/c2ccccc2[N+](=O)[O-])cc1
(4) C=C(C)[C@@H]1CC[C@]2(C)CC[C@]3(C)[C@H](CC[C@@H]4[C@@]5(C)CC[C@H](OP(=O)(OCC)OCC)C(C)(C)[C@@H]5CC[C@]43C)[C@@H]12
(5) CCCCCCCCCCCCCCNc1nc(C=O)ncc1-c1ccc(C(F)(F)F)cc1
(6) O=c1oc2ccc(Br)cc2cc1-c1csc(N=Nc2c(O)[nH]c3ccc(Cl)cc23)n1
(7) Cn1nc(N)c(C#N)c1Nc1ccccc1
(8) N#Cc1nnn(-c2ccc(S(N)(=O)=O)cc2)c1NCC(=O)c1ccccc1

entry no.	1	2	3	4	5	6	7	8
SK-MEL-2	-70*	105	95	101	/	106	121	98
SK-MEL-5	-97*	100	103	103	97	104	107	/
EKVX	-46*	96	103	112	/	91	124	91
M14	-84*	98	104	/	81	100	113	97
SK-MEL-28	-83*	115	116	105	90	99	120	111
HOP-62	-76*	96	95	108	70	107	105	92
HOP-92	-63*	104	/	107	/	110	158	87
A549/ATCC	-91*	105	/	100	88	92	96	93

(9) O=C(Nc1ccc2c(ccn2Cc2ccccn2)c1)c1cnccn1
(10) CC1=CC(C)(C)NC(=S)N1c1ccc([N+](=O)[O-])cc1
(11) N#CC1=C2NCCCCCNC3=C(C#N)N=C(Cc4ccccc4Cc4nc(C#N)c(o4)NCCCCCNC4=C(C#N)N=C(Cc5ccccc5CC(=N1)O2)O4)O3
(12) O=C(O)CCn1c(O)c(/C=C2/C=c3cc4c(cc3=NC2=O)OCCO4)sc1=S
(13) CN(Cc1ccc([N+](=O)[O-])cc1)c1ccccc1
(14) N/C(=N\c1nc(-c2ccccc2)cc(=O)[nH]1)Nc1ccccc1
(15) CCOCc1ccco1
(16) Cc1ccc(C=C2C(=O)NC(=O)NC2=O)cc1

entry no.	9	10	11	12	13	14	15	16
SK-MEL-2	103	106	102	106	90	100	99	104
SK-MEL-5	97	91	80	109	104	102	106	100
EKVX	76	80	87	106	109	107	108	101
M14	106	87	95	104	101	109	95	101
SK-MEL-28	111	107	91	117	103	108	112	107
HOP-62	73	86	107	120	109	108	111	92
HOP-92	91	70	82	/	93	93	93	110
A549/ATCC	86	110	86	112	94	89	91	88

(17) CNC(=O)Nc1sc2cc(OC(C)=O)ccc2c1C(N)=O
(18) Cc1ccc(Nc2nc(N)nc(Nc3ccc4ccccc4c3)n2)cc1
(19) CCOC(=O)c1c(NC(=O)NC(C)(C)C)sc2c1CCCC2
(20) CCOC(=O)n1cc(-c2nonc2-c2cn(C)c3ccc(Br)cc23)c2cc(Br)ccc21
(21) Cc1cc(=O)n(C(=O)Nc2ccc(Cl)cc2)c2cc(O)ccc12
(22) COc1cc([N+](=O)[O-])ccc1I
(23) COc1cc(Nc2nc(O)c(/C=C3\C=Nc4ccccc43)s2)cc(OC)c1OC
(24) CC1=NC2=CC=CC3=NC(C(Cl)(Cl)Cl)=NC(=N1)N23

entry no.	17	18	19	20	21	22	23	24
SK-MEL-2	94	51	94	108	110	96	-71*	87
SK-MEL-5	96	48	96	108	99	106	-35*	88
EKVX	89	72	79	96	109	/	-42*	76
M14	94	44	93	98	105	114	-19*	79
SK-MEL-28	93	62	92	105	116	116	-34*	86
HOP-62	88	47	113	96	100	108	-66*	96
HOP-92	95	21	72	101	104	78	-72*	118
A549/ATCC	72	31	95	79	102	96	-69*	80

(25) Cn1/c(=N/NC(N)=S)ccc2ccccc21
(26) C[C@]12CC[C@@H]3c4ccc(OCC(=O)O)cc4CC[C@H]3[C@@H]1CCC2=O
(27) CSc1ccc(-c2cn3ccsc3n2)cc1
(28) N#CC(Cc1ccccc1)c1ccc(Cl)cc1 (stereo unspecified)
(29) CN(C)Nc1ncnc2nc[nH]c12
(30) O=C(NC1CCCCC1)c1ccc(Cl)cc1Cl
(31) CC(C)c1cc(C(=O)N2Cc3ccccc3C2)c(O)c2cnoc12
(32) CO[C@]1(CO)O[C@@H](n2ccc(=O)[nH]c2=O)[C@H](F)[C@@H]1O

entry no.	25	26	27	28	29	30	31	32
SK-MEL-2	117	105	89	108	129	/	99	98
SK-MEL-5	102	100	83	103	105	102	/	99
EKVX	78	117	89	100	103	114	96	92
M14	86	97	88	97	99	106	97	96
SK-MEL-28	117	118	/	104	123	114	/	103
HOP-62	99	75	97	100	96	109	92	85
HOP-92	109	92	45	71	88	70	98	94
A549/ATCC	98	93	47	104	100	96	108	81

(33) O=C(CNc1nc(-c2ccccc2)cs1)Nc1ccc(Cl)cc1
(34) CCOC(=O)C1=C(C(=O)OCC)N(c2ccc(F)c(Cl)c2)C(N)=C(C#N)C1c1cc(=O)[nH]c2ccccc12 (stereo unspecified)
(35) C=C(C)[C@@H]1CC[C@]2(C(=O)O)CC[C@]3(C)[C@H](CC[C@@H]4[C@@]5(C)C[C@@H](Cc6cn(CCO[C@@H]7O[C@H](COC(C)=O)[C@@H](O[C@@H]8O[C@H](COC(C)=O)[C@H](OC(C)=O)[C@H](OC(C)=O)[C@H]8OC(C)=O)[C@H](OC(C)=O)[C@H]7OC(C)=O)nn6)[C@H](O)C(C)(C)[C@@H]5CC[C@]43C)[C@@H]12
(36) O=C(CNc1nc(-c2ccccc2)cs1)Nc1ccc(Br)cc1
(37) COC1OC2COC(c3ccccc3)OC2C(OC(C)=O)C1OC(C)=O (stereo unspecified)
(38) COc1cccc(Cn2cc(C(=O)Nc3cccnc3Nc3cc(OC)cc(OC)c3)nn2)c1
(39) CSc1ccc(Br)cc1
(40) CC(=O)N1c2cc3ccccc3cc2N(C(C)=O)c2cc3ccccc3cc21

entry no.	33	34	35	36	37	38	39	40
SK-MEL-2	-84*	102	72	-77*	103	111	105	103
SK-MEL-5	-97*	98	57	-100*	104	90	102	105
EKVX	-95*	83	76	-96*	114	99	101	99
M14	-91*	117	84	-87*	95	121	107	102
SK-MEL-28	-96*	112	87	-96*	101	109	116	99
HOP-62	-76*	93	88	-79*	102	112	50	93
HOP-92	-72*	/	55	-72*	/	104	92	97
A549/ATCC	-50*	104	69	-82*	112	112	106	95

(41) O=C(N/N=C/c1ccc(Cl)cc1)c1ccccc1Nc1cccc(C(F)(F)F)c1
(42) CC1CCc2c(sc3nc(Nc4ccccc4)sc(=O)c23)C1 (stereo unspecified)
(43) CC(C)/C=N/NC(N)=S
(44) COc1ccc2c(c1)C=C1CCCC3=Cc4cc(OC)ccc4OC13O2
(45) CCCCN(CCCC)C1N=C(C)Nc2c1sc(=S)n2-c1ccc(OC)cc1OC (stereo unspecified)
(46) COc1ccccc1CNc1c2ccccc2nc2ccccc12
(47) C(=C\c1cc(/C=C/c2ccccc2)c2ccccc2n1)/c1ccccc1
(48) Cc1cc(Br)nc2ccccc12

entry no.	41	42	43	44	45	46	47	48
SK-MEL-2	71	117	103	117	88	74	122	95
SK-MEL-5	34	99	97	99	91	59	82	98
EKVX	67	92	/	103	78	66	100	/
M14	92	105	84	96	89	41	51	102
SK-MEL-28	80	92	99	97	99	80	114	109
HOP-62	73	108	76	101	71	45	109	87
HOP-92	74	87	73	105	69	18	84	89
A549/ATCC	/	102	72	96	84	34	101	122

(49) COc1cc(N)c2ncsc2c1
(50) COc1ccc(-c2cnc3sc4c(-c5ccc(C)cc5)n[nH]c(=O)c4n23)cc1
(51) COc1ccc(/C=C(\c2cc(OC)c(OC)c(OC)c2)c2nnc(-c3ccc(Cl)cc3Cl)o2)cc1
(52) Cc1ccc(-c2cc3nc(C(Cl)Cl)nc(-c4cccnc4)n3n2)cc1
(53) CCC(=O)NO[C@@]1(C)/C=C/[C@H](C(C)C)CC/C(C)=C/CC/C(C)=C/[C@H](O)C1
(54) O=C(/C=C/c1cn(-c2ccccc2)nc1-c1ccc(OCc2ccccc2)cc1)c1ccccc1
(55) O=c1oc2ccccc2c(O)c1Sc1c(O)c2ccccc2oc1=O
(56) CCc1onc(-c2ccc(OC)cc2)c1-c1ccccc1O

entry no.	49	50	51	52	53	54	55	56
SK-MEL-2	103	99	87	78	/	81	102	94
SK-MEL-5	105	103	80	45	84	93	107	98
EKVX	107	95	51	-2.6*	74	89	113	102
M14	112	99	96	61	105	96	106	100
SK-MEL-28	112	101	119	53	105	98	119	108
HOP-62	106	118	86	-8.0*	88	94	111	120
HOP-92	115	106	55	-2.3*	18	68	/	88
A549/ATCC	108	100	88	-14*	90	81	106	108

(57) Cc1cc(CC(=O)NCCO)n(CCO)c(=O)c1
(58) Cc1ccc(-c2nnc(SCc3cc(=O)oc4ccc(C)cc34)n2-c2ccccc2)cc1
(59) CCN(CC)CCOC(=O)CCC(C)=O
(60) CC1CCc2c(sc3nc(SCC(=O)N/N=C/c4ccc(Br)cc4)n(-c4ccccc4)c(=O)c23)C1 (stereo unspecified)
(61) O=C(CSc1nc2ccccc2c(=O)[nH]1)NNC(=O)c1ccc(Cl)cc1
(62) COc1ccc(Cl)cc1NC(=O)C(Br)C(Br)C(=O)O (stereo unspecified)
(63) Cc1nc2scc(-c3ccc(Cl)cc3)n2c(=O)c1CCCl
(64) N#CCc1nn(-c2ccccc2)c(N)c1C#N

entry no.	57	58	59	60	61	62	63	64
SK-MEL-2	109	100	105	/	114	-25*	113	99
SK-MEL-5	104	82	98	102	101	-82*	94	102
EKVX	94	94	/	98	97	91	83	88
M14	103	102	107	100	106	76	110	102
SK-MEL-28	118	107	123	101	103	60	113	108
HOP-62	91	90	108	75	95	57	97	90
HOP-92	115	87	/	93	110	54	95	/
A549/ATCC	94	92	95	102	108	115	95	88

(65) OC(c1cc(-c2ccc(C(F)(F)F)cc2)nc(-c2ccc(C(F)(F)F)cc2)c1)C1CCCCN1 (stereo unspecified)
(66) c1ccc2c(c1)sc1c(-c3ccc(C4CC4)o3)cccc12
(67) Cc1cc(C)c(S(=O)(=O)O)c(C)c1Nc1ccc(Nc2c(C)cc(C)c(S(=O)(=O)O)c2C)c2c1C(=O)c1ccccc1C2=O
(68) COc1ccc(N2CC(c3nc4ccccc4s3)CC2=O)cc1 (stereo unspecified)
(69) CCN(CC)CCOc1ccc(/C(=C(\Cl)c2ccccc2)c2ccccc2)cc1
(70) Cc1ccc(NC(=O)c2[nH]c(SCCN(C)C)nc2-c2ccc(F)cc2)cc1Nc1ccc2ncn(C)c(=O)c2c1
(71) Nc1ccccc1-c1nn2c(CCC(=O)c3nc4ccccc4[nH]3)nnc2s1
(72) C#CCOc1ccccc1C(Nc1ccc(C)cc1C)c1nnnn1C1CCCCC1 (stereo unspecified)

entry no.	65	66	67	68	69	70	71	72
SK-MEL-2	-67*	109	73	100	7.9*	/	92	94
SK-MEL-5	-78*	102	99	93	-99*	31	75	87
EKVX	-65*	82	98	/	88&48	75	78	84
M14	-80*	84	128	100	-36*!	2.9*	91	/
SK-MEL-28	-89*	106	104	96	-41*	16	95	93
HOP-62	-87*	89	106	72	-40*!	58	87	99
HOP-92	-82*	99	47	92	84&31	39	/	93
A549/ATCC	-84*	92	102	103	85	40	85	78

# From no. 54 as far as 69, as listed above:
(54) O=C(/C=C/c1cn(-c2ccccc2)nc1-c1ccc(OCc2ccccc2)cc1)c1ccccc1
(55) O=c1oc2ccccc2c(O)c1Sc1c(O)c2ccccc2oc1=O
(56) CCc1onc(-c2ccc(OC)cc2)c1-c1ccccc1O
(57) Cc1cc(CC(=O)NCCO)n(CCO)c(=O)c1
(58) Cc1ccc(-c2nnc(SCc3cc(=O)oc4ccc(C)cc34)n2-c2ccccc2)cc1
(59) CCN(CC)CCOC(=O)CCC(C)=O
(60) CC1CCc2c(sc3nc(SCC(=O)N/N=C/c4ccc(Br)cc4)n(-c4ccccc4)c(=O)c23)C1 (stereo unspecified)
(61) O=C(CSc1nc2ccccc2c(=O)[nH]1)NNC(=O)c1ccc(Cl)cc1
(62) COc1ccc(Cl)cc1NC(=O)C(Br)C(Br)C(=O)O (stereo unspecified)
(63) Cc1nc2scc(-c3ccc(Cl)cc3)n2c(=O)c1CCCl

entry no.	54	55	56	57	58	59	60	61	62	63
SK-MEL-2	81	102	94	109	100	105	/	114	-25*	113
SK-MEL-5	93	107	98	104	82	98	102	101	-82*	94
EKVX	89	113	102	94	94	/	98	97	91	83
M14	96	106	100	103	102	107	100	106	76	110
SK-MEL-28	98	119	108	118	107	123	101	103	60	113
HOP-62	94	111	120	91	90	108	75	95	57	97
HOP-92	68	/	88	115	87	/	93	110	54	95
A549/ATCC	81	106	108	94	92	95	102	108	115	95

(64) N#CCc1nn(-c2ccccc2)c(N)c1C#N
(65) OC(c1cc(-c2ccc(C(F)(F)F)cc2)nc(-c2ccc(C(F)(F)F)cc2)c1)C1CCCCN1 (stereo unspecified)
(66) c1ccc2c(c1)sc1c(-c3ccc(C4CC4)o3)cccc12
(67) Cc1cc(C)c(S(=O)(=O)O)c(C)c1Nc1ccc(Nc2c(C)cc(C)c(S(=O)(=O)O)c2C)c2c1C(=O)c1ccccc1C2=O
(68) COc1ccc(N2CC(c3nc4ccccc4s3)CC2=O)cc1 (stereo unspecified)
(69) CCN(CC)CCOc1ccc(/C(=C(\Cl)c2ccccc2)c2ccccc2)cc1

entry no.	64	65	66	67	68	69
SK-MEL-2	99	-67*	109	73	100	7.9*
SK-MEL-5	102	-78*	102	99	93	-99*
EKVX	88	-65*	82	98	/	88&48
M14	102	-80*	84	128	100	-36*!
SK-MEL-28	108	-89*	106	104	96	-41*
HOP-62	90	-87*	89	106	72	-40*!
HOP-92	/	-82*	99	47	92	84&31
A549/ATCC	88	-84*	92	102	103	85
